Screens as filed in PubChem.
OXTR potentiate: potentiates the human oxytocin receptor response | CHO-OTR cells, Fluo-8 calcium fluorescence, potentiator mode; 0% = oxytocin EC15, 100% = EC100 | activation, % at 3 µM | 0.061% of 320,000 active;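 active = activation above that plate's cutoff, the mean activation of tested compounds plus 3 SD, cut at about 6.6% in these data, passing the limit was not always enough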;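 note: 100% uses oxytocin at 75 nM as the full agonist control; some results filed as inactive read as strong as hits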
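Material: human OTR in CHO cells. Compound: 3.0 µM, one dose. Timing: compound 6 min at room temperature before oxytocin, 100 s read. Evaluation: % activation of max/min ratio relative to oxytocin controls. Replication: single well per compound, singlicate. Signal: Fluo-8 calcium dye fluorescence.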
TAAR1 antagonist: human TAAR1 antagonism | Q96RJ0 | CHO RD-HGA16 TAAR1, Fluo-8 calcium fluorescence, antagonist | inhibition, % at 3 µM | 1.5% of 360,000 active | AID 624466;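 active = inhibition above a per-plate cutoff, the mean inhibition of test compounds on that plate plus 3 SD, cut at about 49% in these data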;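 note: 0% = DMSO plus EC80 beta-PEA response and 100% = DMSO alone without agonist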
Target sequence (Q96RJ0 whole entry, looked up): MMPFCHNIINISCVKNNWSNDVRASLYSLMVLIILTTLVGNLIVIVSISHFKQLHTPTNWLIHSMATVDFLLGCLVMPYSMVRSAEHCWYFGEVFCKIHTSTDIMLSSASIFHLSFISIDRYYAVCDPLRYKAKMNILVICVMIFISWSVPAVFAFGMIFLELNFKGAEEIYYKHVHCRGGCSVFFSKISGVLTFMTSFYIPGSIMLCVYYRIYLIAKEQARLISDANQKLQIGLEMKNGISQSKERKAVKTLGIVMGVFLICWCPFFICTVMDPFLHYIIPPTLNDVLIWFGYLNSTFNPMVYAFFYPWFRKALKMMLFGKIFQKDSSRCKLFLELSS
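System: RD-HGA16 CHO cells with stable hTAAR1 and Gα16 | Probe or stimulus: EC80 β-phenethylamine stimulus | Dosing: 3 µM, single point | Times: Dye loading 75 min at 37 °C, then 30 min room temperature | Measured by: Fluo-8 calcium-sensitive fluorescence | Read-out basis: % inhibition of agonist calcium response | Replicates: n of 1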
CHRM1 antagonist: human CHRM1 antagonism; CHO-K1 hM1, Fluo-8 calcium fluorescence, ACh EC80 antagonist; inhibition, % at 3 µM; 1.3% of 360,000 active; AID 588852;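 active = percent inhibition above its own plate's cutoff, namely the mean of that plate's compound wells plus 3 SD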;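 note: peak over basal fluorescence ratio during 140 s after agonist addition; 0% = ACh EC80 plus DMSO and 100% = DMSO alone without agonist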
Target sequence (P11229 whole entry, looked up): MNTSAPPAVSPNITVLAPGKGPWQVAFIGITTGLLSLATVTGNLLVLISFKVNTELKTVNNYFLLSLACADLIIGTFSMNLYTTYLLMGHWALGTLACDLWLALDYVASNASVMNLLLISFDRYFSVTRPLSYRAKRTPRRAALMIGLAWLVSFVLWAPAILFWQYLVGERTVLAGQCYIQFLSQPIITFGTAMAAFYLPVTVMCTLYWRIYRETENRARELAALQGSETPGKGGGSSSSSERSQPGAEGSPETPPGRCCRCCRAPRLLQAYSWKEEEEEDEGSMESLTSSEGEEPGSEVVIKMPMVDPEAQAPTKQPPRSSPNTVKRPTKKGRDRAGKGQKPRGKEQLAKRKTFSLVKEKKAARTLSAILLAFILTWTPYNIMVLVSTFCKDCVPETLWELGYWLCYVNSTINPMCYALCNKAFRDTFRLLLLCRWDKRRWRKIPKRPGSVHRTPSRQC
CHO parental Ca: counter-screen for OX1R antagonists: effect in parental CHO cells; parental CHO-K1, ATP-induced calcium, Fluo-8 fluorescence; inhibition, % at 5.6 µM; 0.63% of 330,000 active; AID 463079;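 active = inhibition above that plate's mean sample inhibition plus 3 SD, cut at about 26% in these data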;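 note: 0% = ATP-challenged DMSO wells and 100% = DMSO wells without ATP; some compounds past the cut are filed as inactive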
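Material: Parental CHO cells | Reagent: ATP | Compound dosing: Single nominal dose of 5.6 µM per compound | Detection: Intracellular calcium via Fluo-8 no-wash fluorescent dye | Read-out: % inhibition of ATP-induced calcium mobilization | Benchmarks: Low control ATP plus DMSO, high control DMSO only | Replicates: Singlicate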
CHRM1 agonist: agonists of human M1 muscarinic receptor | 0.33% of 360,000 active | CHO-K1 hM1, Fluo-8 calcium fluorescence, agonist mode; 0% DMSO, 100% acetylcholine EC100 | activation, % at 3 µM | AID 588814 | P11229;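 active = activation above the run's mean compound activation plus 3 SD, cut at about 16% in these data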;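 note: peak over basal fluorescence ratio within a 140 s kinetic read after compound addition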
CHO-K1 Ca antag: counter-screen for M1 antagonists: effect in parental CHO-K1 cells; ATP-induced calcium, Fluo-8 fluorescence; inhibition, % at 3 µM; 0.6% of 360,000 active; AID 602250;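 active = inhibition above a per-plate cutoff, the plate's mean sample inhibition plus 3 SD, cut at about 24% in these data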;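 note: 0% = DMSO plus EC80 ATP and 100% = DMSO alone without ATP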
TAAR1 ag: agonists of human TAAR1. 0.99% of 360,000 active. Q96RJ0. AID 624467. CHO RD-HGA16 TAAR1, Fluo-8 calcium fluorescence; vehicle wells 0%, saturating PEA agonist 100%. activation, % at 3 µM;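 active = activation above the mean activation of all test compounds in the run plus 3 SD, cut at about 38% in these data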
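System: CHO-derived RD-HGA16 cells with stable Gα16 and human TAAR1 / Times: 17-24 h plating, Fluo-8 75 min 37 °C, 30 min RT / Technique: calcium-sensitive Fluo-8 signal, excitation 470-495, emission 515-575 nm / Measure: % activation relative to PEA EC100 response / Benchmarks: DMSO and PEA EC100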
M1 ag parental: M1 agonist counterscreen hit in parental CHO-K1 cells | Fluo-8 calcium fluorescence; scaled to maximal ATP response, vehicle zero | activation, % at 3 µM | 0.48% of 360,000 active; in the data active = activation above about 15%;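 note: untransfected CHO-K1 host cells lacking M1 receptor as counterscreen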
M1 PAM parental: nonselective activator or artifact in parental CHO-K1 calcium assay. 0.02% of 360,000 active. ATP EC20, Fluo-8 calcium fluorescence; 0% at ATP EC20, 100% at ATP max. activation, % at 3 µM. AID 602247;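 active = activation above the run cutoff, the mean activation of all test compounds plus 3 SD, cut at about 40% in these data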;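 note: peak over basal fluorescence ratio in a 140 s read after ATP addition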
Starred values were filed as active, the others as inactive; · = no result given. The order is random; 4.2% or so of the library scored in one or more.

Screens in order: OXTR potentiate	TAAR1 antagonist	CHRM1 antagonist	CHO parental Ca	CHRM1 agonist	CHO-K1 Ca antag	TAAR1 ag	M1 ag parental	M1 PAM parental
CCCCCCCCCOC(=O)C(CC(=O)O)N1CCOCC1 (stereo not drawn)
→ -2	14	-11	8	0	-9	10	0.1	-7
CCOC(=O)C1(C)CCN1C(=O)c1ccc2c(c1)CCO2 (stereo not drawn)
→ ·	-15	8	·	-4	2	2	0.1	-13
CCN1/C(=C\C(C)=O)Sc2ccc(OC)cc21
→ 3	·	-5	-6	-4	-3	·	0.0	19
COc1ccc(-n2ccnc(SCC(=O)NCc3ccccc3Cl)c2=O)cc1
→ -5	-17	3	-17	-3	3	2	0.5	-14
O=C(Nc1c(-c2cccs2)nc2ccccn12)c1ccccc1F
→ -2	-23	-8	-23	-4	-13	3	3.4	-7
COc1cc(C(=O)N/N=C/c2ccc(OC(=O)c3ccccc3)c(OC)c2)ccc1O
→ ·	48	16	·	-2	23	9	2.0	-15
COC(=O)c1sc(-c2ccc(C(C)(C)C)cc2)cc1NC(=O)CCC(=O)O
→ -21	51*	9	31	-4	12	11	5.0	-25
C=CCNC(=O)CSc1nnc(-c2ccccc2Cl)n1-c1c(C)n(C)n(-c2ccccc2)c1=O
→ 6	·	-6	1	-4	-2	·	0.5	8
CC(C)(C)C(=O)Cn1ncc(N2CCCC2)c(Br)c1=O
→ -1	4	-4	-25	-5	-6	2	0.4	14
COc1ccc(OC(F)(F)F)cc1CC1(C)C(=O)Nc2cccc(Cl)c21 (stereo not drawn)
→ ·	-6	0	·	-4	-13	-2	-0.2	1
Cc1ccc2[nH]c3c(N4CCc5ccccc5C4)ncnc3c2c1
→ -20	36	30*	64*	4	35*	13	9.9	-4
Cc1oc2nc(SCC(=O)NCc3cccnc3)nc(N)c2c1C
→ -1	8	-11	-6	-4	-14	3	0.8	9
CCOC(=O)COc1ccc(N)cc1CC(NC(C)=O)(C(=O)OCC)C(=O)OCC
→ 3	-2	7	-8	2	4	4	0.3	3
O=C(NCCCOC(=O)c1ccccc1)c1ccccc1
→ ·	-9	-9	·	-3	-7	1	0.3	-8
CCCOc1cccc(C2/C(=C(\O)c3ccc4c(c3)OCCO4)C(=O)C(=O)N2CCCn2ccnc2)c1 (stereo not drawn)
→ -4	-18	-10	-10	-2	-20	1	1.3	5
Cc1c(Br)c([N+](=O)[O-])nn1CC(=O)c1ccccc1
→ 4	-17	-4	-17	-4	1	0	-0.7	-12
Cc1ccc(NC(=O)c2cc(N3C(=O)CCC3=O)ccc2N2CCOCC2)cc1
→ -6	3	1	-9	-4	-14	4	0.4	18
Cc1ccccc1SCC(=O)OCC(=O)NCCNC(=O)COC(=O)CSc1ccccc1C
→ -19	12	-15	-11	0	7	11	0.9	-32
C/C(=N/NC(=O)CNS(=O)(=O)c1ccc(C)cc1)c1cccc([N+](=O)[O-])c1
→ -10	-10	0	-10	-6	-8	9	-0.2	18
COC(=O)[C@@]12CCCCN1[C@H](c1ccc(SC3CCCCC3)cc1)[C@@H]1C(=O)N(C)C(=O)[C@@H]12
→ -7	5	-10	-21	-1	-21	4	0.3	28
COC(=O)C1(C(=O)OC)C(C(=O)c2ccccc2)C1c1ccccc1 (stereo not drawn)
→ ·	18	-1	·	-4	-7	1	-0.7	0
COc1cccc(Oc2c(C)oc3c(CN4CCCCC4)c(O)ccc3c2=O)c1
→ -11	-28	-19	10	-3	-13	0	0.3	9
CCOC(=O)N1CCN(c2ncnc3scc(-c4ccc(Cl)cc4)c23)CC1
→ -11	·	-6	-26	-1	-18	·	-1.4	15
CCN1C(=O)CCCc2ccccc21
→ -10	-18	-11	8	-3	-5	1	-0.4	4
CCCNS(=O)(=O)c1cccc2cccnc12
→ 0	-30	-1	-6	-3	0	0	0.7	12
O=[N+]([O-])c1cccc(-c2ccc(CN3CCCCC3)o2)c1
→ -9	-8	7	-2	-9	-9	0	1.2	14
CSc1ccc(-c2nc(CSCC(=O)NC3CC3)c(C)o2)cc1
→ -6	-1	-6	-17	0	10	-1	0.3	1
OC(CNC1CCCC1)COc1ccccc1Br (stereo not drawn)
→ ·	-5	-17	·	-2	2	2	-0.1	-2
O=C(Nc1cccc(Cl)c1)N1CCN(Cc2ccccc2)CC1
→ -2	9	-9	-12	-4	-15	2	4.2	22
Cc1ccc(C(=O)NCCc2ccccc2)cc1
→ 4	·	-17	-3	-8	-10	·	0.4	23
CCC(=O)Nc1ccc(Cl)c(-c2nc3ncccc3o2)c1
→ -5	13	-11	-8	-1	-1	4	2.0	16
CC1CCCC(C)N1C(=O)CSCc1ccc(Cl)cc1 (stereo not drawn)
→ -14	10	-9	-10	-6	-4	10	-0.1	7
Cc1cc(N=Nc2ccccc2)c(NCC(O)C(O)C(O)CO)cc1C (stereo not drawn)
→ -6	1	-3	-8	-6	-7	8	-0.2	11
CC(=O)N1CCN(S(=O)(=O)c2cccc(C(=O)NC3CCCc4ccccc43)c2)CC1 (stereo not drawn)
→ 6	1	-2	-22	-5	5	5	0.4	4
COc1ccc(-c2ccc(CCC(=O)O)n2Cc2ccco2)cc1
→ -7	-17	-8	-2	-1	-13	-2	0.8	-5
COC(=O)c1ccc(NC(=O)c2ccc3c(c2)C(=O)N(Cc2cccnc2)C3=O)cc1
→ -15	21	-7	-1	-1	-8	10	2.0	7
O=C(NCCc1ccc(Cl)cc1)c1cc(S(=O)(=O)N2CCCCC2)c[nH]1
→ -8	·	-2	6	5	-7	·	4.7	22
COc1ccccc1C(=Cc1ccc([N+](=O)[O-])cc1)C(=O)O
→ ·	0	-2	·	-3	-2	0	0.1	-3
O=c1c2sccc2[nH]c(=S)n1-c1ccccc1
→ 4	1	-20	-2	-3	-8	-3	1.3	17
COc1cccc(C(O)c2nc(-c3cccc(C#N)c3)cs2)c1 (stereo not drawn)
→ ·	1	1	·	-2	-6	-2	1.8	12

Shown as a markdown table: part of the list above
| smiles | OXTR potentiate | TAAR1 antagonist | CHRM1 antagonist | CHO parental Ca | CHRM1 agonist | CHO-K1 Ca antag | TAAR1 ag | M1 ag parental | M1 PAM parental |
| --- | --- | --- | --- | --- | --- | --- | --- | --- | --- |
| O=[N+]([O-])c1cccc(-c2ccc(CN3CCCCC3)o2)c1 | -9 | -8 | 7 | -2 | -9 | -9 | 0 | 1.2 | 14 |
| CC(=O)N1CCN(S(=O)(=O)c2cccc(C(=O)NC3CCCc4ccccc43)c2)CC1 (stereo not drawn) | 6 | 1 | -2 | -22 | -5 | 5 | 5 | 0.4 | 4 |

Next section.
Screens in order: OXTR potentiate	TAAR1 antagonist	CHRM1 antagonist	CHO parental Ca	CHRM1 agonist	CHO-K1 Ca antag	TAAR1 ag	M1 ag parental	M1 PAM parental
Cc1onc(C(=O)N2CCN(Cc3ccccc3)CC2)c1[N+](=O)[O-]
→ 1	13	-10	-5	-1	-2	0	0.1	15
Cc1c(Cl)cccc1NC(=S)NC1CCN(C(C)C)CC1
→ -3	2	-6	0	6	-10	1	-0.1	-5
Cc1ccc(C(=O)Nc2ncccc2C)cc1S(=O)(=O)N1CCOCC1
→ -2	-5	-9	-4	-3	-15	1	0.7	20
Cc1cccc(C)c1NC(=O)CNC(=O)c1ccc(COc2ccccc2)o1
→ -4	-5	-20	-16	-3	-16	1	1.1	17
NC(=O)C[n+]1cccc(C(=O)Nc2ccccc2)c1
→ 1	-9	4	-5	-1	-1	1	-0.3	-13
CCOC(=O)C1=C(CN2CCSCC2)NC(=O)NC1c1cccc([N+](=O)[O-])c1 (stereo not drawn)
→ -5	-1	-23	-9	-1	-16	1	3.1	32
CCOC(=O)C(=O)Nc1cc(C(=O)OC)cc(C(=O)OC)c1
→ -15	0	-2	2	-2	3	0	0.2	-5
COc1ccc(CNC(=O)[C@H](C)NC(=O)[C@@H]2Cc3ccccc3CN2)cc1
→ -16	-25	1	6	-4	-5	1	0.3	9
O=C(CN1CCC(NC(=O)c2ccccc2F)CC1)NCc1ccc(F)cc1
→ -6	0	-6	-4	-4	-7	0	1.0	24
O=C(NCc1ccco1)C1CC(c2ccc(F)cc2)=NO1 (stereo not drawn)
→ -1	-28	-20	-3	-2	-5	1	0.4	6
Cc1ccc(S(=O)(=O)Nc2cc(=O)[nH]c(SCc3ccccc3Cl)n2)cc1
→ -10	-7	-2	-9	0	4	12	1.2	4
CCOC(=O)c1ccc(NC(=O)CSc2nc3ncccc3[nH]2)cc1
→ -10	-3	-2	-13	-1	-5	6	6.2	14
COc1ccc(OC)c(C(c2nnnn2CCc2ccccc2)N2CCC(C(N)=O)CC2)c1 (stereo not drawn)
→ -17	3	-18	-6	-3	-13	3	0.3	18
Cc1nc(-c2ccccn2)nc(N(C)c2ccccc2)c1Cl
→ -3	-3	-3	-16	-5	-10	6	4.5	8
COc1cc(/C=N/NC(=O)Cc2csc(N3CCOCC3)n2)cc(OC)c1O
→ -2	-8	-10	-14	1	-14	2	0.6	18
CCOC(=O)c1c(C)n(C)c2ccc(OC(=O)c3ccoc3)cc12
→ 0	-26	-1	-7	-4	3	1	0.1	-6
COc1ccc(-c2cc(C(F)(F)F)nc(SCC(=O)Nc3cc(C)on3)n2)cc1OC
→ -9	-14	-10	-19	0	25*	-4	0.2	-6
COc1ccc(C(CNC(=O)c2[nH]c(C)c(C(C)=O)c2C)N2CCOCC2)cc1 (stereo not drawn)
→ -9	-2	-12	-18	-2	-10	-1	0.6	8
COC(CNC(=O)CCCn1nnnc1CN1CCOCC1)c1cccs1 (stereo not drawn)
→ ·	-19	0	·	-2	-16	19	0.1	13
O=C(Nc1ccncc1)c1cccc2ccccc12
→ -6	-4	-13	-8	0	7	0	1.8	-14
CC(=O)Nc1ccc(Oc2ccc(-c3noc(C)n3)cc2)cc1
→ -9	6	-1	-5	-4	-5	16	1.2	8
O=C(NCCNC(=O)c1ccccc1O)c1ccccc1O
→ -11	22	-8	-4	1	-9	14	5.6	20
COc1ccc(S(=O)(=O)N(CC(=O)N2CCCC2)Cc2ccccc2)cc1
→ -7	-8	-12	-16	-3	-3	6	-0.1	5
Cc1ccccc1OCC(=O)N/N=C/c1ccc(N(C)C)cc1
→ -9	7	2	-15	-5	-11	-2	0.3	11
CCOc1ccc(-c2c(C(=O)N/N=C(\C)c3ccccc3OC)nnn2-c2nonc2N)cc1
→ -19	-19	-16	-1	-6	-6	5	1.0	11
CSc1ccc(S(=O)(=O)NCc2ccc(C)cc2)cc1
→ -4	2	-7	-9	-5	-19	0	3.0	23
CC1CCCN(c2ccc(C(=O)NCc3cccs3)cn2)C1 (stereo not drawn)
→ -8	10	-6	-15	-9	-23	4	0.9	5
Cc1cccc(C(=O)N2CCC(c3nc4ccccc4s3)CC2)c1
→ -12	1	41*	-20	-2	-9	6	8.4	6
